# XBP1 UPR activ = activators of adaptive arm of unfolded protein response (XBP1) | CHO-XBP1 luciferase reporter, IRE1-XBP1 UPR activation, luminescence; percent of tunicamycin response, DMSO as zero | activation, % at 20 µM | 0.33% of 330,000 active | AID 463104;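 active means versus positive control, 20 µM dose yields 30% or more activation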;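 further: 100% = tunicamycin at 10 µg/mL and 0% = DMSO only wells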
#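 Signal: luciferase luminescence; Assay system: CHO-XBP1 luciferase reporter cells; Amount: one thousand reporter cells per well; Dosing: 20 µM single concentration, DMSO 1%; Benchmarks: high control tunicamycin 10 µg/mL final, low control DMSO vehicle only; Schedule: 6 h compound exposure at 37 °C, 5% CO2; Evaluation: percent activation relative to tunicamycin reference.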
# 697 NFkB inh = inhibitors of the PMA/ionomycin-induced NF-kB reporter in 697 B cells | 697 B-cell NF-kB luciferase reporter, 16 h | inhibition, % at 4 µM | 0.33% of 330,000 active; in the data active means inhibition above about 35%
# CHOP UPR activ = activators of apoptotic arm of unfolded protein response (CHOP) | CHO-CHOP luciferase reporter, UPR activation, luminescence; percent of tunicamycin response over DMSO baseline | activation, % at 10 µM | 0.34% of 330,000 active;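 active means at 10 µM dose, activation of 40% or more, normalized to positive control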;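 further: 100% = tunicamycin at 10 µg/mL and 0% = DMSO alone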
#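 Assay system: CHO cells with stable CHOP pathway luciferase reporter; Buffer or medium: F12 plus 10% serum; Times: 16-18 h cell attachment, then 6 h compound exposure, 37 °C; Signal: luciferase luminescence; Read-out basis: percent activation relative to tunicamycin control; Control set: tunicamycin high control, DMSO low control.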
# Jurkat NFkB inh = inhibitors of the PMA/ionomycin-induced NF-kB reporter in Jurkat cells; PMA/ionomycin-induced NF-kB luciferase reporter, luminescence; inhibition, % at 4 µM; AID 435003; 0.53% of 330,000 active; in the data active means inhibition above about 50%
# tim23-1 inh = growth inhibitors of tim23-1 mutant yeast; S. cerevisiae tim23-1 growth, BacTiter-Glo luminescence, 24 h; inhibition, % at 20 µM; 1.3% of 330,000 active;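 active means growth inhibition of the mutant yeast at or above 50%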;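 further: temperature-sensitive mutant grown at 25 °C; plate controls were DMSO-treated mutant yeast for no effect and medium wells lacking yeast for full effect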
# APJ agonist = APJ receptor agonism | 0.11% of 330,000 active | activation, % at 20 µM | CHO-K1 APJ PathHunter beta-arrestin, luminescence; 0% DMSO wells, 100% apelin | AID 2520;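 active means activation more than six SD over the plate average, tested at 20 µM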;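 further: 0% = DMSO alone and 100% = apelin-13 at 10 nM; some results filed as inactive read as strong as hits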
# Target sequence (P35414 whole entry, looked up): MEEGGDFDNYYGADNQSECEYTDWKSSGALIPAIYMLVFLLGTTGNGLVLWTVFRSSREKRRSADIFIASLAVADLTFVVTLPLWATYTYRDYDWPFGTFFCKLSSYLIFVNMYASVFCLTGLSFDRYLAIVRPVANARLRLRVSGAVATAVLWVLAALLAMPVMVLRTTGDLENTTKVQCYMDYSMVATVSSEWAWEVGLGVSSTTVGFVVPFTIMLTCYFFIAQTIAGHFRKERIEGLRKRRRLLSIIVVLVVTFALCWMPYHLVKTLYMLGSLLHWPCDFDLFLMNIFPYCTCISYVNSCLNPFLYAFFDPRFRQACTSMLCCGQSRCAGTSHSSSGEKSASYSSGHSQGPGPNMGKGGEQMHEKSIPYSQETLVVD
#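 Incubation: overnight seeding, 90 min compound at 25 °C, 1 h detection; test system: PathHunter CHO-K1 APJ (AGTRL-1) beta-arrestin reporter cells; amount: 1000 cells/well; doses: one dose, 20 µM compound, 1% DMSO; measured by: beta-gal luminescence; measure: agonist-driven arrestin binding to APJ; benchmarks: negative DMSO alone, positive Apelin-13 at 10 nM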
# Mdm2 MdmX PPI = disrupts the human Mdm2-MdmX interaction. O15151+Q00987. SaOS-2 split-luciferase Mdm2/MdmX complementation, luminescence. inhibition, % at 8 µM. 3% of 330,000 active. AID 485346;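 active means inhibition of at least 50% at 8 µM in the primary screen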
# APJ antagonist = antagonists of human APJ apelin receptor. 0.32% of 330,000 active. CHO-K1 APJ beta-arrestin complementation, luminescence. inhibition, % at 20 µM;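 active means inhibition above about 40% at 20 µM, limit read from the data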;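 further: cells challenged with 10 nM apelin-13 agonist together with compound; plate controls were apelin-13 plus DMSO wells for no effect and DMSO wells lacking apelin-13 for full effect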
# The depositor's hits bear a star; nt = not tested or not shown.
no.	Compound	Mdm2 MdmX PPI	Jurkat NFkB inh	CHOP UPR activ	tim23-1 inh	APJ agonist	XBP1 UPR activ	APJ antagonist	697 NFkB inh
1	CCCNC(=O)N1CCN(C(c2ccccc2)c2ccccc2)CC1	24.4	-22.3	2.4	10.6	7.5	-1.2	-1.5	-10.2
2	CC(=O)c1cnc(SCc2ccc(Cl)cc2)nc1C	-5.9	-9.4	1.5	1.7	-3.8	7.6	-7.2	-5.9
3	COC(=O)Cc1c(C)nc2nc(NCc3ccccc3OC)[nH]n2c1=O	-8.0	3.2	-0.9	2.0	0.6	-4.4	0.5	18.9
4	CCC(c1nnnn1CCc1ccccc1)N(Cc1ccco1)Cc1cc2c(C)ccc(C)c2[nH]c1=O (stereo not given)	38.3	-6.6	-0.3	33.8	-0.8	-3.3	2.5	1.1
5	O=C(CCc1nc(-c2ccccc2)no1)NCc1ccco1	16.5	2.7	-1.1	18.3	-1.5	-3.0	11.9	2.7
6	CCN(Cc1cc2cc(C)ccc2[nH]c1=O)C(=O)c1cccc([N+](=O)[O-])c1	9.7	-1.2	-0.6	6.2	-1.8	-3.1	0.9	25.4
7	COc1cccc(COC(=O)c2sc3nc4n(c(=O)c3c2C)CCC4)c1OC	-13.7	-17.9	1.3	18.8	-3.9	2.2	11.7	-3.2
8	CCCc1nc2ccccc2c(=O)n1NC(=O)c1c(O)c2ccccc2n(C)c1=O	18.4	13.0	-2.0	-14.5	0.7	2.1	-8.9	-18.6
9	O=C(CCl)N=c1sccn1Cc1ccc(Cl)cc1Cl	99.9*	97.1*	42.0*	46.3	-1.6	0.9	21.9	98.1*
10	COc1ccc(S(=O)(=O)N2CCC(C(=O)N3CCN(C)CC3)CC2)cc1OC	-5.3	6.0	0.4	-1.0	-0.1	0.3	-8.1	19.3
11	CC1CN=C(NC(=O)c2cccc([N+](=O)[O-])c2)S1 (stereo not given)	-63.0	-125.5	0.8	18.3	6.9	-5.5	-8.5	-153.9
12	CN1C(=O)NC(c2ccccc2)C2=C1CN(Cc1ccco1)C2=O (stereo not given)	4.0	16.8	0.9	13.2	-2.0	1.5	-70.5	-11.2
13	C/C(=N/OC(=O)c1c(-c2c(Cl)cccc2Cl)noc1C)c1cnccn1	30.1	9.3	-1.5	10.7	2.7	2.1	-2.9	22.1
14	Nc1ccc(N2CCN(c3ccccc3)CC2)c(F)c1	5.9	3.1	2.8	17.8	-2.0	-0.4	13.1	-3.1
15	COc1cc(C(=O)NNC(=O)c2cc(=O)[nH]c3ccccc23)cc(OC)c1OC	12.3	-0.4	-0.2	4.5	-2.6	4.3	7.6	19.0
16	O=c1c2ccccc2nc(CSc2nnnn2-c2ccccc2)n1-c1ccccc1Cl	68.2*	4.9	34.9	-6.9	-4.8	52.4*	2.9	16.0
17	OCCC1CN(Cc2cc3c(cc2Cl)OCO3)CCN1C1CCCCC1 (stereo not given)	20.2	3.1	-1.9	7.1	-4.9	-0.2	-2.0	5.5
18	COc1cc(C)c(CNC2CCCCC2)cc1C	-0.2	0.8	-1.6	1.6	-0.9	-1.3	6.5	10.7
19	COc1cc(OC)cc(C(=O)OCC(=O)Nc2ccc(F)cc2F)c1	-18.7	3.1	0.6	-11.6	-0.3	-0.3	-4.9	17.5
20	O=C(NC1=C(Nc2ccc(F)cc2)C(=O)c2ccccc2C1=O)c1ccc(Cl)cc1	6.4	-5.7	4.5	14.8	2.8	3.1	-35.0	-0.2
21	CN(CC(=O)Nc1ccccc1C(F)(F)F)C(=O)c1cccc(-n2cccc2)c1	2.7	-3.0	1.6	16.4	5.7	-2.5	18.9	8.9
22	CN(CC(=O)Nc1ccc(F)cc1)C(=O)COC(=O)c1cc([N+](=O)[O-])ccc1N1CCOCC1	19.3	2.6	0.9	-7.0	-8.3	5.0	21.9	11.3
23	FC(F)(F)c1ccc(Oc2ccc(Cl)cc2Br)nc1	-18.1	-7.9	-0.4	6.4	-1.2	-0.5	-1.2	-4.0
24	CC(=O)c1cc2c(cc1NS(=O)(=O)c1ccccc1C)OCO2	-2.4	-18.4	-2.8	23.2	0.1	-1.3	-3.0	-7.5
25	COc1ccc(-c2csc(COC(=O)C(C)(C)C)n2)cc1	10.1	-33.5	5.3	7.3	-3.6	2.1	-30.5	1.6
26	COC(=O)c1sccc1NC(=O)Nc1cccc(F)c1	17.5	2.7	2.2	32.9	-0.6	6.5	5.9	-15.1
27	COc1ccc([N+](=O)[O-])cc1NC(=S)NC(C)=O	0.3	1.7	-0.1	-22.0	-2.1	-3.8	15.9	5.5
28	COc1cccc(CN(C)C(=O)c2ccccc2Sc2ccccc2C#N)c1OC	-12.9	6.0	3.3	22.8	-3.8	-2.8	-34.4	9.5
29	COc1ccc(NC(=O)C23CC4CC(C2)CC(c2ccc(C)cc2)(C4)C3)cc1	-7.3	5.5	-0.4	14.3	-3.0	-1.4	4.4	6.8
30	CCCCNc1nc2sc3c(c2c(=O)n1-c1cccc(Cl)c1)CCN(C)C3	14.5	-8.7	2.3	3.8	1.6	-0.8	16.0	9.9

# Taken from above.
# entry 30 | Jurkat NFkB inh = -8.7
# entry 16 | tim23-1 inh = -6.9

# The listing continues.
no.	Compound	Mdm2 MdmX PPI	Jurkat NFkB inh	CHOP UPR activ	tim23-1 inh	APJ agonist	XBP1 UPR activ	APJ antagonist	697 NFkB inh
31	CCN1C(=O)[C@H]2[C@@H](c3ccc(Cl)cc3)N3C(=O)CN(Cc4ccccc4)C(=O)[C@@]3(C)[C@H]2C1=O	8.3	-3.4	0.0	-4.7	-6.7	-1.2	8.8	15.4
32	COc1ccc(C(=O)N2CC(c3ccccc3)CC2=O)cc1 (stereo not given)	24.3	-4.7	4.7	-1.4	-0.7	4.7	6.1	3.7
33	CCOC(=O)/C(C#N)=C/c1cn(CCC(=O)O)nc1-c1cccc(Cl)c1	19.4	9.1	1.7	4.0	-3.3	1.4	13.5	15.4
34	CCOCCCn1c(=N)c(S(=O)(=O)c2ccc(C)cc2)cc2c(=O)n3cc(C)ccc3nc21	32.9	-25.0	0.1	18.8	-5.0	-3.4	7.1	-20.7
35	CC[C@]12c3[nH]c4cc(-c5ccco5)ccc4c3CCN1C(=O)[C@@H](CC(=O)NCc1cccc(C(F)(F)F)c1)C[C@@H]2C(=O)N1CCN(C(=O)c2ccco2)CC1	43.3	nt	8.5	31.7	nt	6.1	nt	13.0
36	Cc1ccc(NC(=O)CCCSc2ccccc2)cc1S(=O)(=O)N1CCOCC1	1.3	12.9	-1.1	-4.5	0.8	-0.8	12.3	-3.7
37	COc1ccc(OCC(=O)N/N=c2\oc3c(OC)cccc3cc2C(N)=O)cc1	16.0	11.0	3.7	-13.8	-3.3	-0.7	4.4	3.2
38	COc1ccc(S(N)(=O)=O)cc1-c1nnc2c3ccccc3c(C)nn12	-7.8	4.9	0.4	-10.5	-3.1	-2.3	1.9	-0.6
39	O=C(CSc1nnc(-c2ccncc2)n1CC1CCCO1)NCc1ccccc1 (stereo not given)	-10.9	5.4	-1.3	8.5	-3.7	0.5	4.5	-7.5
40	O=C(CN1C(=O)c2ccccc2C1=O)NCc1ccccn1	-14.6	-4.2	1.5	17.3	2.8	0.6	4.2	10.6
41	COc1ccc(C(CC(=O)O)NC(=O)COc2ccccc2)cc1 (stereo not given)	1.3	6.5	-0.3	7.3	-2.7	0.4	6.3	3.4
42	COc1ccc(-n2ccnc2SCC(=O)Nc2ccc(OC)cc2OC)cc1	22.5	3.9	-1.0	15.8	-3.1	1.4	5.5	3.5
43	Cc1cc(=O)[nH]c(SCC(=O)c2ccc(F)c(C)c2)n1	-18.6	-13.2	2.3	12.8	-0.5	-1.3	-30.5	-15.1
44	CC(C)c1ccc(NC(=S)Nc2ccc3[nH]c(=O)[nH]c3c2)cc1	-13.1	-2.2	0.9	6.9	0.3	1.6	-3.9	2.6
45	N#Cc1ccc(N2CCCC2C(=O)O)c([N+](=O)[O-])c1 (stereo not given)	1.3	0.7	0.6	12.2	1.3	0.7	-0.9	9.2
46	Cc1c(C(=O)OC/C(O)=C(\C#N)c2nc3ccccc3[nH]2)oc2ccc(Br)cc12	84.6*	0.8	2.7	-6.4	-1.7	2.1	-19.7	20.8
47	Cc1nn(Cc2noc(C(=O)NCc3ccccn3)n2)c(C)c1Br	8.7	-2.9	-1.4	14.6	-3.0	-0.6	21.6	2.1
48	Nc1ccc(C(=O)Nc2cccc3ncccc23)cc1	9.2	5.1	0.9	-5.2	-0.9	-1.2	15.6	0.3
49	Cc1c(NC(=O)c2cc(-c3ccc(Cl)cc3)on2)c(=O)n(-c2ccccc2)n1C	7.6	-0.6	2.3	7.7	-0.9	-3.0	-2.5	8.9
50	C[C@@H]1NC(=O)[C@H](CCC(=O)O)NC(=O)c2cc([N+](=O)[O-])cc(F)c2NCCC[C@@H](C(N)=O)NC1=O	17.5	4.6	-0.7	7.3	7.2	2.1	-6.4	0.2
51	CCc1ccc(OCC(=O)Nc2ccc(-c3nc4ccccc4o3)c(O)c2)cc1	-58.0	-57.1	2.9	3.2	-1.8	0.1	2.0	-86.4
52	Cc1nc(SCC(=O)NC2CCS(=O)(=O)C2)c2c3c(sc2n1)CCC3 (stereo not given)	1.3	1.8	-0.3	12.6	0.3	0.9	10.3	-2.0
53	O=c1c2ccccc2c(C=Nc2ccc(Cl)cn2)c(O)n1-c1cc(Cl)ccc1N1CCOCC1	23.7	0.4	-1.0	-7.3	1.4	4.2	-1.5	13.1
54	Cc1c(Cl)cccc1NC(=O)C1CCN(c2cnccn2)CC1	16.4	5.1	-2.0	-0.5	-1.6	-3.1	9.8	20.4
55	CC(C)NC(=O)c1sc(=S)n2c1[nH]c(=O)c1ccc(C(=O)NCCc3ccc(Cl)cc3)cc12	1.7	14.3	3.3	12.4	-7.3	-3.1	13.8	13.3
56	O=C(Nc1cccc(Cl)c1N1CCCCC1)c1ccc(N2CCOCC2)c([N+](=O)[O-])c1	9.9	7.0	1.0	6.3	-3.9	22.5	2.5	-14.2
57	O=S(=O)(NCCc1ccccn1)c1ccc(F)c(F)c1	18.9	17.0	1.4	4.1	2.3	1.6	11.7	25.6
58	C=CCN1C=C/C(=C\C=C(C#N)C#N)c2ccccc21	33.6	3.4	-1.3	26.2	-15.5	-2.3	70.1*	3.4
59	CCC(C)N=C1SCC(C)(/C=N/O)S1 (stereo not given)	7.7	-12.1	-4.4	15.2	0.5	-0.9	-4.8	-15.8
60	N/C(=N\c1nc2ccccc2o1)NC(=O)c1cccc(Br)c1	59.5*	6.7	6.3	-8.3	-1.6	7.3	12.7	16.4
61	CSc1nc2sc3c(c2c(=O)n1C)CCC(C)C3 (stereo not given)	-35.5	-36.2	5.8	36.2	-3.1	5.8	-14.5	-41.4
62	COc1cccc(CN2CCCC(CNC(=O)c3ccc(F)cc3)C2)c1OC (stereo not given)	8.5	10.7	0.0	10.9	-2.9	2.1	12.3	3.8

# With a hit mark in 697 NFkB inh (from the list above):
no.	Molecule	Mdm2 MdmX PPI	Jurkat NFkB inh	XBP1 UPR activ	APJ antagonist	697 NFkB inh
9	O=C(CCl)N=c1sccn1Cc1ccc(Cl)cc1Cl	99.9*	97.1*	0.9	21.9	98.1*

# An excerpt from above with just APJ antagonist and Mdm2 MdmX PPI:
No. | molecule | APJ antagonist | Mdm2 MdmX PPI
35 | CC[C@]12c3[nH]c4cc(-c5ccco5)ccc4c3CCN1C(=O)[C@@H](CC(=O)NCc1cccc(C(F)(F)F)c1)C[C@@H]2C(=O)N1CCN(C(=O)c2ccco2)CC1 | nt | 43.3
36 | Cc1ccc(NC(=O)CCCSc2ccccc2)cc1S(=O)(=O)N1CCOCC1 | 12.3 | 1.3

# Compound activity (PubChem BioAssay)
